GBA enhancer: glucocerebrosidase activity enhancement; AID 784; L444P Gaucher fibroblasts, 4-MU-glucoside fluorescence, 3 days; 30,000 compounds, 0.44% hits; activation, % at 10 µM; P04062; in the data active = activation above about 65%;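 note: 0% = vehicle wells and 100% = positive control wells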
Target sequence (P04062 whole entry L483P): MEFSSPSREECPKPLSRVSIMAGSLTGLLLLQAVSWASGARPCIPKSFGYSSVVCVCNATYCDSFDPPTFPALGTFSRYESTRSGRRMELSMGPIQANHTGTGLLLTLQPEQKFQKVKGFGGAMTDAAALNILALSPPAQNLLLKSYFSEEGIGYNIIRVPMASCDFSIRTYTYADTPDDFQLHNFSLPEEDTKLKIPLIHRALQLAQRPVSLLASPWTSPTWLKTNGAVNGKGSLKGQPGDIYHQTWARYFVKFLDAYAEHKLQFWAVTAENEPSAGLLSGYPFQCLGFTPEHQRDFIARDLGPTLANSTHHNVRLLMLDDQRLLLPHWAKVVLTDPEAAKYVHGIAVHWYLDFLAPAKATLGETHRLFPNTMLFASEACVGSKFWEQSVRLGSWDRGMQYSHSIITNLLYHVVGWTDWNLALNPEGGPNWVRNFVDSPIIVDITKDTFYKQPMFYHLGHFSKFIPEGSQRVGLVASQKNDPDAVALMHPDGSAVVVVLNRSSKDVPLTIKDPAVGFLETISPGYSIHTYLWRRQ
* = called active by the depositor. These rows are one share of the data, so the mix of outcomes need not match the whole.

A first look (6 entries):
O=C(NCc1ccccn1)c1ccc2nc(-c3ccco3)c(-c3ccco3)nc2c1
  GBA enhancer: -3

CCOC(=O)N1CCN(C(=O)c2cc(-c3ccc(F)cc3)[nH]c2C)CC1
  GBA enhancer: 43

CC(C)C(C(=O)NCC1CCCO1)N(Cc1ccco1)C(=O)CNS(=O)(=O)c1ccc(F)cc1 (stereo not given)
  GBA enhancer: -10

COC(=O)c1cc2nc(-c3ccccc3)cc(C)n2n1
  GBA enhancer: -2

C=CCn1c(N)nc2ccccc21
  GBA enhancer: -24

O=c1oc(-c2cccs2)nc2scc(-c3cccs3)c12
  GBA enhancer: -18

The whole of this part, from the start:
O=C(NCc1ccccn1)c1ccc2nc(-c3ccco3)c(-c3ccco3)nc2c1
  GBA enhancer: -3

CCOC(=O)N1CCN(C(=O)c2cc(-c3ccc(F)cc3)[nH]c2C)CC1
  GBA enhancer: 43

CC(C)C(C(=O)NCC1CCCO1)N(Cc1ccco1)C(=O)CNS(=O)(=O)c1ccc(F)cc1 (stereo not given)
  GBA enhancer: -10

COC(=O)c1cc2nc(-c3ccccc3)cc(C)n2n1
  GBA enhancer: -2

C=CCn1c(N)nc2ccccc21
  GBA enhancer: -24

O=c1oc(-c2cccs2)nc2scc(-c3cccs3)c12
  GBA enhancer: -18

Cc1cc(C)nc(NS(=O)(=O)c2ccc(Br)cc2)n1
  GBA enhancer: 9

CCOC(=O)c1cc(C)n(-n2cnnc2)c1C
  GBA enhancer: -42

CC(C)Sc1nnc(-c2c[nH]c3ccccc23)n1C
  GBA enhancer: -15

COn1c(-n2nc(C)cc2C)nc2ccccc2c1=O
  GBA enhancer: 14

COc1ccc(NC(=O)C2CC2)cc1-n1cnnn1
  GBA enhancer: 11

O=C(NCCc1ccccc1)c1cc2ncc(Br)cn2n1
  GBA enhancer: 4

C=CCSC1=N/C(=C\c2ccc3c(c2)OCO3)C(=O)S1
  GBA enhancer: -1

c1ccc2nc(N3CCCC3)c(N3CCCC3)nc2c1
  GBA enhancer: 4

O=C(CCC1CCCCC1)Nc1c2c(nn1-c1ccc(F)cc1)CS(=O)C2 (stereo not given)
  GBA enhancer: -12

CC(C)C(c1nnnn1CCc1ccccc1)N1CCOCC1 (stereo not given)
  GBA enhancer: -27

CN(C)S(=O)(=O)N1CCN(CC(O)COc2ccc(C(=O)c3ccccc3)cc2)CC1 (stereo not given)
  GBA enhancer: -19

Cc1noc(/C=C/N(C)C)c1S(=O)(=O)N1CCCC(C(=O)NCc2ccc(Cl)cc2)C1 (stereo not given)
  GBA enhancer: -11

CCCn1nnc(NC(=O)c2cc(Br)ccc2OC)n1
  GBA enhancer: 21

CC(C)(C)c1ccc(C(=O)Nc2nonc2-c2nc3ccccc3[nH]2)cc1
  GBA enhancer: -48

CCC(=O)/C=C1\Sc2ccc(OC)cc2N1CCO
  GBA enhancer: 7

O=C(NCCN1CCOCC1)c1cc(-c2ccco2)on1
  GBA enhancer: 5

CS(=O)(=O)c1ccc(Cl)c(C(=O)O)c1
  GBA enhancer: -19

COc1ccc(OC)c(C2C(C(=O)Nc3cccnc3)=C(C)NC3=C2C(=O)CCC3)c1 (stereo not given)
  GBA enhancer: 0

O=C(c1cccnc1)N1C2CCC1CC(O)(c1ccc(F)cc1)C2 (stereo not given)
  GBA enhancer: -3

CCOC(=O)C1CCN(C(=O)COc2ccc(Cl)cc2Cl)CC1
  GBA enhancer: -48

c1ccc2c3c([nH]c2c1)-c1[nH]ncc1CC3
  GBA enhancer: 18

COc1ccc(-c2cc(N)n(CCC#N)n2)c(OC)c1
  GBA enhancer: 1

COc1ccc(-c2nnc(SCC(=O)N3CCCCC3)o2)c(OC)c1
  GBA enhancer: -4

CC(=O)c1cc(-c2ccccc2)n(CCC(=O)NCc2cccs2)c1C
  GBA enhancer: -7

Cc1oc(-c2ccc(Cl)cc2)cc1-c1nn2c(-c3ccco3)nnc2s1
  GBA enhancer: 1

CCOC(=O)CNC(=O)CSc1ncnc2c1cnn2-c1ccc(OC)cc1
  GBA enhancer: -38

O=C(Cn1nnc2ccccc2c1=O)N1CCCc2ccccc21
  GBA enhancer: 2

COc1cccc(OCC(O)CN(CCO)Cc2ccccc2)c1 (stereo not given)
  GBA enhancer: -11

O=C(C1CCN(S(=O)(=O)c2cccs2)CC1)N1CCc2ccccc2C1
  GBA enhancer: -36

CSc1nc(NC(C)C)nc(N2CCOCC2)n1
  GBA enhancer: -7

COc1cc(C(=O)Nc2nc3ccccc3[nH]2)cc(OC)c1OC
  GBA enhancer: 22

COC(=O)c1[nH]c2cccc(OC)c2c1NC(=O)CCN1CC(C)CC(C)C1 (stereo not given)
  GBA enhancer: -2

COc1ccccc1N1CCN(C(=O)c2cccc(N3C(=O)NC4CC3(C)Oc3ccccc34)c2)CC1 (stereo not given)
  GBA enhancer: -17

CC(=O)Nc1ccc(Cc2ccncc2)cc1
  GBA enhancer: -9

CCOC(=O)CCn1cc(F)c(=O)n(Cc2ccccc2)c1=O
  GBA enhancer: -10

COc1ccc(Cn2nnnc2C(C(C)C)N(Cc2ccco2)Cc2cccs2)cc1 (stereo not given)
  GBA enhancer: 27

CC(C)(C)C1=C[C@@H](CO)C[C@@H](CO)C1
  GBA enhancer: -8

CCOC(=O)c1ccccc1NC(=O)CCNC(=O)Cn1cnc2ccccc2c1=O
  GBA enhancer: -49

Cc1cc(NCCN2CCOCC2)n2ncc(-c3ccccc3)c2n1
  GBA enhancer: -5

c1ccc(-c2noc(CSc3nc4ccccc4o3)n2)cc1
  GBA enhancer: 56

CCOC(=O)c1cc2n(n1)C(C(F)(F)F)CC(C)N2 (stereo not given)
  GBA enhancer: -20

O=C(N1CCOCC1)N1c2ccccc2CC(N2CCOCC2)c2ccccc21 (stereo not given)
  GBA enhancer: -6

COc1cccc(C(=O)CSc2nc3ccccc3n2CC(=O)N2CCOCC2)c1
  GBA enhancer: -3

Cc1cc(C)cc(OCc2nnc(SCC(=O)N3CCN(c4ccccc4)CC3)o2)c1
  GBA enhancer: -15

Cc1ccc(S(=O)(=O)NC(C)(C)CSc2nncn2N)cc1
  GBA enhancer: -23

O=C(c1ccc(Cl)cc1)N1CCCOC1
  GBA enhancer: -37

C=CCn1c(SC2CCOC2=O)nc2scc(C3CC3)c2c1=O (stereo not given)
  GBA enhancer: -9

COc1ccccc1CNS(=O)(=O)c1ccc(NC(C)=O)cc1
  GBA enhancer: 6

COc1ccc(N2CCN(C(=O)c3cccc(Cn4cc(Cl)cn4)c3)CC2)cc1
  GBA enhancer: 8

CCOC(=O)C1CCCN(c2ncnc3c2oc2ccccc23)C1 (stereo not given)
  GBA enhancer: 12

COCCN1C(=O)c2ccccc2C(C(=O)NCCCN2CCCC2)C1c1c[nH]c2ccccc12 (stereo not given)
  GBA enhancer: 1

CCCCOCCCNC(=O)c1c(-c2ccccc2)noc1C
  GBA enhancer: -27

O=C(c1ccco1)N1CCN(S(=O)(=O)c2ccc3c(c2)CCN3C(=O)C2CCC2)CC1
  GBA enhancer: -45

CC(C)(C)NC(=O)C1CN(S(=O)(=O)c2ccccc2)CCN1S(=O)(=O)c1ccccc1 (stereo not given)
  GBA enhancer: -21

Looked up above.
GBA enhancer, O=C(c1ccc(Cl)cc1)N1CCCOC1 : -37
GBA enhancer, O=C(c1ccco1)N1CCN(S(=O)(=O)c2ccc3c(c2)CCN3C(=O)C2CCC2)CC1 : -45

New compounds follow
O=C(O)C1CC1c1ccc(Br)cc1 (stereo not given)
  GBA enhancer: -12

Cc1cc(C)c(S(=O)(=O)N2CCCCC2)c(C)c1-n1ncnn1
  GBA enhancer: -63

O=S(=O)(c1ccc2c(c1)OCCO2)N1CCN(c2cccc(Cl)c2)CC1
  GBA enhancer: -3

CCCSC1=C(C#N)C(c2ccccc2OCC)CC(=O)N1 (stereo not given)
  GBA enhancer: -16

OCCSc1c(F)c(SCCO)c(SCCO)c(F)c1SCCO
  GBA enhancer: -3

NC(=O)CSc1nnnn1CC(CC(=O)O)c1ccccc1 (stereo not given)
  GBA enhancer: -27

O=C(O)C1C(c2ccccc2)C(C(=O)N2CCOCC2)C1c1ccccc1 (stereo not given)
  GBA enhancer: -1

CC1CC(C)CN(CCCNC(=O)C2CCCN(c3nnc(N4CCCC4=O)s3)C2)C1 (stereo not given)
  GBA enhancer: -7

NS(=O)(=O)c1cc2c(cc1Cl)NC(C1C[C@H]3C=C[C@@H]1C3)NS2(=O)=O (stereo not given in full)
  GBA enhancer: -15

Cc1nc(SCc2nc3ccccc3[nH]2)c2oc3ccccc3c2n1
  GBA enhancer: -6

CCOC(=O)c1c(NC(=O)CC)sc(C(C)=O)c1C
  GBA enhancer: -29

COCCCNc1oc(-c2ccccc2OC)nc1C#N
  GBA enhancer: 12

O=C(COC(=O)c1ccccc1Nc1ccccc1)NCc1ccco1
  GBA enhancer: 3

Cc1ccc(-c2csc(/C(C#N)=C(\O)CN3CCN(C(=O)c4ccco4)CC3)n2)cc1
  GBA enhancer: 15

CC(=O)c1ccc(C(=O)Nc2ccc(N3CCOCC3)cc2)cc1
  GBA enhancer: 2

O=C1C2C3C=CC(C3=C3CCCCC3)C2C(=O)N1Cc1ccccc1 (stereo not given)
  GBA enhancer: -12

Cc1ccsc1C(=O)Nc1nnc(-c2ccco2)o1
  GBA enhancer: -4

Cc1cc(SCC(=O)N2CCC(c3noc4ccc(F)cc34)CC2)nc2ccccc12
  GBA enhancer: -26

Cc1cccc(-c2nc(CN3CCCC(C(=O)NC4CCCCCC4)C3)c(C)o2)c1 (stereo not given)
  GBA enhancer: -63

CC(C)[C@H](N)c1nnc(SCc2ccc(Cl)cc2)o1
  GBA enhancer: -10

Cn1c(SCC(=O)c2ccccc2)nnc1-c1cnccn1
  GBA enhancer: 4

Cc1ccc(CCN2CC(C(=O)NCCCN(C)Cc3ccccc3)CC2=O)cc1 (stereo not given)
  GBA enhancer: -13

N#CCCN1CCN(C(=S)c2ccc(-c3ccc(Cl)cc3)o2)CC1
  GBA enhancer: -18

CCN1C(=O)/C(=c2\o/c(=C3\C=Cc4ccccc4N3CC)c(=O)n2CC)SC1=S
  GBA enhancer: 7

COc1ccc(CCNC(=O)c2[nH]c(C)c(C(C)=O)c2C)cc1OC
  GBA enhancer: 0

CCC(C)NC(=O)CSC1=Nc2ccccc2C2=NC(CC(=O)NCc3ccc(F)cc3)C(=O)N12 (stereo not given)
  GBA enhancer: -13

N#Cc1nc(N2CCCCC2)nc(N2CCOCC2)n1
  GBA enhancer: 7

CCCCC(=O)Nc1ccc(NC(=O)C2CC2)nc1
  GBA enhancer: -21

O=C(NC12CC3CC(CC(C3)C1)C2)c1cnccn1
  GBA enhancer: -7

O=C(Nc1c2c(nn1-c1ccc(F)cc1)CSC2)c1ccc(S(=O)(=O)N2CCOCC2)cc1
  GBA enhancer: -62

O=C(CN1CCN(c2ccccn2)CC1)N(c1ccccc1)c1ccc2ccccc2c1
  GBA enhancer: 6

COc1ccc(C2CC(c3ccc(Cl)cc3)Nc3nc(NC(=O)c4ccco4)nn32)cc1 (stereo not given)
  GBA enhancer: -49

CC(=O)N1CN(C2CCCC2)Cc2c1sc1c2CCCC1
  GBA enhancer: -49

CCOC(=O)c1ccc(Nc2ncnc3c2cnn3C)cc1
  GBA enhancer: -51

COc1ccc(CCCc2nnc(SCC(=O)Nc3nc(C)cs3)n2C)cc1C
  GBA enhancer: 16

O=C(COC(=O)c1ccccc1NC(=O)c1ccco1)Nc1ccc2c(c1)OCO2
  GBA enhancer: 23

c1ccc(OCCSc2ncnc3nc[nH]c23)cc1
  GBA enhancer: -15

COC(=O)Cn1nnc(-c2cccc(OC)c2)n1
  GBA enhancer: -2

COCC(=O)NCCNc1nc2ccc(C)cc2cc1C
  GBA enhancer: -16

COc1ccccc1N1CCN(C(=O)CSc2nnc(NC(=O)c3ccco3)s2)CC1
  GBA enhancer: -20

C=CCn1c(O)c(CN2CCOCC2)c(C)c(C#N)c1=O
  GBA enhancer: -19

CCN(CC)C(=O)CSc1nnc([C@H](CCSC)NC(=O)OC(C)(C)C)o1
  GBA enhancer: -12

COCc1nnc(NC(=O)c2ccc(NC(C)=O)cc2)s1
  GBA enhancer: -31

CCN(Cc1ccccc1)C(c1ccccn1)c1nnnn1C(C)(C)CC (stereo not given)
  GBA enhancer: -6

CCC(=O)N1CCc2cc(S(=O)(=O)CCC(=O)Nc3cccc(F)c3)ccc21
  GBA enhancer: 52

CC12CC(c3ccccc3O1)N(C(=O)c1ccco1)C(=O)N2c1ccccc1 (stereo not given)
  GBA enhancer: -6

c1ccn2cc(CSC3=NCCS3)nc2c1
  GBA enhancer: -6

CC1CCCCC1NC(=O)c1nn(C)c(=O)c2ccccc12 (stereo not given)
  GBA enhancer: -23

Cc1ccc(C2C3=C(CC(C)(C)CC3=O)N(CCN3CCOCC3)C3=C2C(=O)CC(C)(C)C3)cc1
  GBA enhancer: 4

O=C(COC(=O)c1cnccn1)Nc1ccc(Cl)cc1
  GBA enhancer: -10

CCNC(=O)CSc1nc2ccccc2c(=O)n1OC
  GBA enhancer: -31

CCCn1c(NC(=O)c2ccc(Cl)c(S(=O)(=O)N3CCCC3)c2)nc2ccccc21
  GBA enhancer: -9

O=C(Cn1nnc(-c2ccc3c(c2)OCO3)n1)N1CCOCC1
  GBA enhancer: -16

COc1ccccc1N1CCN(S(=O)(=O)c2ccccc2F)CC1
  GBA enhancer: -11

CC(=O)OC(C)C[N+](C)(C)C (stereo not given)
  GBA enhancer: -12

COc1ccc(C2=NOC(C(=O)NCc3ccc(F)cc3)C2)cc1OC (stereo not given)
  GBA enhancer: -20

C[C@H](N)c1nnc(SCc2ccc(Cl)cc2Cl)o1
  GBA enhancer: -14

Clc1ccccc1-c1nnc2sc(-c3ccc4c(c3)OCO4)nn12
  GBA enhancer: 0

COC(=O)c1cc2c(=O)n3ccccc3nc2n(C(C)C)c1=N
  GBA enhancer: -34

O=C(NCc1cccnc1)c1c(F)c(F)c(F)c(F)c1F
  GBA enhancer: -25

O=C(O)c1ccccc1C(=O)Nc1n[nH]c(=S)s1
  GBA enhancer: -29

CCOC(=O)C1=C(C)Nc2ccccc2N=C1NC(=O)CCCN1C(=O)c2ccccc2C1=O
  GBA enhancer: -14

CCOC(=O)C1=C(C)NC(C)=C(C(=O)OCC)C1C1=COCCO1
  GBA enhancer: -6

Cc1cc(C)cc(OCC(=O)Nc2ccc(N3CCN(S(C)(=O)=O)CC3)cc2)c1
  GBA enhancer: 13

c1ccc(-c2nc(-c3ccco3)cs2)nc1
  GBA enhancer: 2

COCCCN1C(=O)c2[nH]nc(-c3ccccc3O)c2C1c1cccc(Cl)c1 (stereo not given)
  GBA enhancer: 10

CCOc1ccccc1N(CC(=O)N1CCCCCC1)S(C)(=O)=O
  GBA enhancer: -29

Bioassay records as filed in PubChem BioAssay.
